High-throughput results deposited in PubChem by The Scripps Research Institute Molecular Screening Center.
COUP-TFII inh: blocks human COUP-TFII nuclear receptor. P24468. HEK293T NGFI-A luciferase reporter, luminescence. inhibition, % at 8.6 µM. 370,000 tested, 0.7% active. AID 686940;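 active = inhibition above a per-plate cutoff, mean inhibition of test wells between control levels plus 3 SD, cut at about 38% in these data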;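 note: cells cotransfected with COUP-TFII expression vector driving the NGFI-A reporter; 0% = median of COUP-TF2 test wells and 100% = reporter-only cells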
NCOA2 inhibitor: human SRC2 (NCOA2) inhibition | Q15596 | HEK293 GAL4-SRC2 luciferase reporter, luminescence | inhibition, % at 9 µM | 370,000 tested, 0.17% active;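 active = inhibition above the mean inhibition of all tested compounds plus 3 SD, set per campaign, cut at about 52% in these data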;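 note: 0% = DMSO treated cells and 100% = cells given Gossypol at 36 µM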
The depositor's hits bear a star.

Molecule,COUP-TFII inh,NCOA2 inhibitor
Cc1nnc(C)n1N=Cc1ccc(O)cc1O,-5.2,-1.5
COc1ccc(-c2c(C#N)c(N)nc3c2CCc2ccccc2-3)cc1OC,-43.1,-32.9
O=C1CCCCCN1CP(=O)(O)CN1CCOCC1,10.8,-6.7
COC(=O)c1cc(C2(c3c[nH]c4ccccc34)CCN(C(=O)OC(C)(C)C)CC2)n2ccccc12,-0.3,4.8
CC1(C)CC(=O)C=C(c2ccc(COC(=O)c3ccc(Br)cc3)cc2)C1=O,-6.9,0.1
COC(=O)[C@H]1C[C@@]2(N3CCCC3)c3ccccc3N[C@H]2N1S(=O)(=O)c1ccc([N+](=O)[O-])cc1,9.9,10.9
CCCCCCCCN1C(=O)[C@@H](CC(=O)NCCCN2CCCC2=O)C[C@@]2(C(=O)OC)C1=C[C@H](COCc1ccccc1)O[C@@H]2C,-6.2,0.5
COCCN1CCN(C(=O)c2ccc3c(c2)S(=O)(=O)c2ccccc2C3=O)CC1,-7.0,-4.9
Cc1c[nH]c2cccc(-c3ccccc3)c12,0.5,-23.8
O=C(OC12CCCN(C1)/C(=C/c1ccccc1)C2)c1ccccc1 (centres undefined),-7.4,-10.7
O=C(Nc1ccccc1)OC[C@@H]1CSCCS(=O)(=O)N1,2.6,-9.8
Cc1oc2c(c1C(=O)N1CCC(C)CC1)C(=O)c1ccccc1C2=O,10.6,-18.5
O=C(Nc1ccc2ncccc2c1)c1cc(-c2ccc(Cl)cc2)nc2ccccc12,-5.1,-5.8
O=C(NCc1ccccc1)[C@@H]1CCCN1C(=O)[C@H]1CCCN1C(=O)c1cccc(Cl)c1,-1.0,3.5
C[C@H]1C2CC(OC(=O)NCc3ccc(Cl)cc3)C(C2)[C@H]2CCCCN21 (some centres undefined),2.6,-11.6
CC(COc1ccc(OC(F)(F)F)cc1)CN1CCC(C(O)(c2ccccc2)c2ccccc2)CC1 (centres undefined),7.3,13.7
O=S1(=O)c2ccc(N3CCC[C@H]3CO)cc2OCCCN1C1CC1,3.5,11.0
C[C@@H]1CN(c2ccc(N3CCNC[C@@H]3C)cc2C#N)CCN1Cc1ccccc1,12.7,-15.5
COC(=O)[C@H]1C[C@@]2(C)c3ccccc3N(C(=O)OC(C)(C)C)[C@H]2N1C(=O)OC(C)(C)C,7.1,11.4
O=C(CC1CCCC1)N1CC[C@H]2[C@H](CCCN2Cc2cc(F)cc(F)c2)C1,-1.0,-27.2
c1ccc(-c2ccc(C3=Nn4c(nnc4-c4ccccc4)SC3)cc2)cc1,17.9,30.9
CCOC(=O)N1CCN(C(=O)C[C@H]2C[C@@]3(C(=O)OC)C(=C[C@H](COCc4ccccc4)O[C@@H]3C)N(CCC3=CCCCC3)C2=O)CC1,19.7,-0.9
CSCCC(NC(=O)c1ccccc1)C(=O)Nc1ccc(NC(C)=O)cc1 (centres undefined),-6.2,-13.1
COc1ccccc1CCn1cnc(-c2ccccc2)c1C(C)C,-3.9,5.7
NC(=O)c1ncn([C@@H]2O[C@H](C(=O)N[C@H](Cc3ccccc3)C(=O)O)[C@@H](O)[C@H]2O)n1,-11.4,-12.4
COC(=O)C1=C(C)N(Cc2ccccc2C(F)(F)F)C(=NCc2ccc(OC)cc2)NC1c1ccccc1 (centres undefined),-2.2,10.6
COC(=O)c1cc2c(c3c4cc(F)ccc4n(C(=O)c4ccccc4)c13)C(=O)N(C1CCCCC1)C2,-12.5,-4.7
O=[N+]([O-])c1ccccc1/C=C/C1Nc2cccc3cccc(c23)N1,-2.7,-22.2
COc1ccc(S[C@]2(C(=O)N3CCN(C(C)=O)CC3)CC(=O)N(C(=O)C3CC3)[C@@H]2c2ccc(OC)cc2)cc1,8.0,3.2
C[C@@H]1/C=C/CC(=O)N[C@H](c2cccc(Br)c2)[C@H](C)/C=C/CC(=O)N[C@@H]1c1cccc(Br)c1,19.4,-12.6
COCCCNC(=O)CSc1nnc(-c2ccncc2)n1-c1ccc(OC)cc1,-4.2,-13.4
COC(=O)c1ccc(S(=O)(=O)N2CCC(NC(=O)Cc3ccccc3)CC2)cc1,-4.0,-18.2
O=C(OCc1cn(Cc2cccc(C(F)(F)F)c2)nn1)N1CCOCC1,6.1,-4.2
C[C@@H]1NS(=O)(=O)c2cccc(Cl)c2O[C@@H]1c1ccccc1,-9.2,-7.8
CC(=O)Nc1cc2nc3ccccc3oc-2cc1=O,10.1,-29.0
CCOC(=O)c1cccc(NC(=O)CN(C)S(=O)(=O)c2ccc(Cl)s2)c1,15.8,0.1
COc1ccc(CCNC(=O)c2cc(-c3ccco3)nc3ccccc23)cc1,10.4,-15.2
C=CCN1C(=O)[C@@H](CC(=O)NCCCCc2ccccc2)[C@]2(C(=O)OCC)CCCCC/C=C/12,-17.9,-21.2
CCOC(=O)[C@@H]1CSCCS(=O)(=O)N1Cc1ccccc1,-13.5,9.9
CN(c1cccnc1)c1ccc(NC(=O)Cc2c[nH]c3ccccc23)cc1-c1ccc(C(C)(C)C)cc1,18.4,9.3
CC(C)N1CCCCC(NC(=O)c2cccc(C(F)(F)F)c2)C1=O (centres undefined),-2.8,11.7
CN(C)[C@H]1CCN(c2ccc3c(c2)O[C@H]2CCN(C2)S3(=O)=O)C1,-17.9,-40.0
CC(=O)OCCCN1CCC2(CCCCC2)C1=O,-5.7,-8.8
CCOC(=O)CC1(Cc2ccccc2)Oc2ccccc2O1,-3.9,-16.6
CC(C)(C)C(=O)OC12CCCN(C1)/C(=C/c1cccnc1)C2 (centres undefined),-9.6,-30.4
O=C(Nc1cccc(Cl)c1)OC1CCC12CCC(c1ccccc1)CC2 (centres undefined),-6.3,-4.4
O=S1(=O)c2c(cccc2N2CCSCC2)Oc2ccccc2CN1Cc1cn(Cc2ccccc2C(F)(F)F)nn1,-2.9,23.5
COC[C@H]1CCCN1c1cccc2c1S(=O)(=O)N(C1CC1)CCCO2,5.3,9.8
Cc1cc(NS(=O)(=O)c2ccc(NC(=O)CSc3nnc(-c4ccc(Cl)cc4)n3Cc3ccco3)cc2)nc(C)n1,8.4,-1.6
CCCN1CCS(=O)(=O)N(Cc2cn(CC(=O)OCC)nn2)C(C(=O)OC)C1 (centres undefined),-18.0,13.4
O=C(NCCc1c[nH]c2ccccc12)OCc1cn(-c2c(F)cccc2F)nn1,-1.4,-21.4
Cc1cc(Br)cn2c(Cc3ccccc3C(F)(F)F)c(-c3ccc(C#N)cc3)nc12,24.9,-1.9
CC(C)CNc1cccc2c1S(=O)(=O)N(Cc1ccc(F)cc1)[C@@H](C)[C@H](c1ccccc1)O2,-1.3,4.7
COC(=O)C1CN(CC(C)C)CCS(=O)(=O)N1Cc1ccc(F)cc1 (centres undefined),6.5,14.6
CN1CCN(CCCNC(=O)c2ccc(CSCc3cccc(Cl)c3)o2)CC1,-12.7,-9.0
COc1ccc(CN(CCN2CCOCC2)C(=O)c2cc(F)ccc2F)cc1OC,10.4,-17.3
CC(C)CNS(=O)(=O)/C=C/c1cc2c(cc1CNC(=O)OC(C)(C)C)OCO2,12.0,-9.4
C[C@H]1COc2cc(Br)ccc2S(=O)(=O)N1Cc1cn(CC2CCCCC2)nn1,6.3,-5.6
CN1OC[C@@H]2CN3C(=Nc4cc(C(F)(F)F)cc(C(F)(F)F)c4)Sc4ccccc4[C@@H]3C[C@@H]21,-2.6,-8.2
COC(=O)C1CN(Cc2ccc(OC)cc2)CCS(=O)(=O)N1Cc1cn(Cc2ccc(Cl)cc2)nn1 (centres undefined),5.8,7.7

Continuation:
Molecule,COUP-TFII inh,NCOA2 inhibitor
O=C(NCCc1ccc2c(c1)OCO2)c1cc(-c2ccccc2)c(N2CCOCC2)s1,-4.2,-18.4
O=C1Nc2ccccc2OC1CC(=O)N1CCCCCCC1 (centres undefined),18.8,16.2
CCOC(=O)[C@]12CCCC=C1N(CCCOC)C(=O)[C@@H]2CC(=O)NCc1cccs1,0.0,-0.2
CC(=O)O[C@H]1CC[C@]2(C)C3CC[C@]4(C)[C@@H]([C@H](C)/C=C/[C@H](C)C(C)C)CC[C@H]4[C@@]34C=C[C@]2(C1)N(C(=O)c1ccccc1)O4 (some centres undefined),16.2,-21.2
O=C(NCCCN1CCOCC1)c1ccc(Br)cc1Br,1.0,-1.4
C=CS(=O)(=O)N(Cc1ccc(F)cc1)C(=C)C(=O)OC,67.8*,33.5
COC(=O)C/C=C/[C@@H](C)[C@H](NC(=O)OCC(Cl)(Cl)Cl)c1ccc(-c2ccccc2)cc1,2.4,-14.8
C[C@H]1CCCC(=O)N[C@@H](c2ccccc2)[C@@H](C)CCCC(=O)N[C@H]1c1ccccc1,-2.9,-6.4
COc1ccccc1-c1c(NC(=O)c2ccco2)n(-c2ccccc2)nc(C)c1=O,-5.7,-16.9
CN1CCCCC(NC(=O)C2CCCCC2)C1=O (centres undefined),-11.4,-20.2
Cc1cccc(NC(=O)OC2CC3CC2[C@H]2CCCCN2C3)c1 (some centres undefined),-9.7,-0.2
CCCN1CCS(=O)(=O)N(Cc2cn(Cc3ccccc3)nn2)C(C(=O)OC)C1 (centres undefined),-14.9,-11.4
COc1cccc(CCNS(=O)(=O)c2c(C)n[nH]c2C)c1,6.1,-22.0
Clc1ccc(-n2c(COc3ccccc3)nnc2SCc2nc3ccccc3[nH]2)cc1,17.1,-23.4
O=C(Nc1ccc(Cl)cc1)C1CCCN1S(=O)(=O)c1cccc2cccnc12 (centres undefined),15.7,5.5
CC(C)(C)OC(=O)N1CCC2CCN(CCc3ccccc3)CC21 (centres undefined),20.4,-12.6
O=C(N[C@H](Cc1ccccc1)C(=O)NCc1ccccn1)[C@H]1O[C@@H](n2ccc(=O)[nH]c2=O)[C@H](O)[C@@H]1O,0.5,19.0
C[C@H](O)[C@@H]1C(=O)N2CCc3c([nH]c4c(-c5ccccc5)cccc34)[C@@H]2C[C@@H]1N(C)C(=S)Nc1ccc(C#N)cc1,7.0,-7.6
Cc1ccccc1CN1CCCCC(NC(=O)C(C)(C)C)C1=O (centres undefined),2.2,4.0
CCc1cccc2c(C(C)c3ccccc3O)c[nH]c12 (centres undefined),6.6,-12.2
COc1cccc(-n2c(SCC(=O)Nc3nc4ccccc4s3)nc3ccccc3c2=O)c1,9.8,-23.0
COC(=O)[C@]12C[C@H](CC(=O)N3CCOCC3)C(=O)N(CCC3=CCCCC3)C1=C[C@H](C(C)C)O[C@@H]2C1CC1,5.5,12.2
Nc1nc2ncccc2cc1C(=O)NC1CC1,1.7,1.9
O=[N+]([O-])c1cccc(I)c1,-0.2,-0.7

Single records, as listed above. Order of screens: COUP-TFII inh	NCOA2 inhibitor
O=C(N[C@H](Cc1ccccc1)C(=O)NCc1ccccn1)[C@H]1O[C@@H](n2ccc(=O)[nH]c2=O)[C@H](O)[C@@H]1O as listed: 0.5	19.0
CCc1cccc2c(C(C)c3ccccc3O)c[nH]c12 (centres undefined) as listed: 6.6	-12.2
O=C(Nc1ccc(Cl)cc1)C1CCCN1S(=O)(=O)c1cccc2cccnc12 (centres undefined) as listed: 15.7	5.5
COc1cccc(CCNS(=O)(=O)c2c(C)n[nH]c2C)c1 as listed: 6.1	-22.0

(listing goes on)
Molecule,COUP-TFII inh,NCOA2 inhibitor
COc1ccc(S(=O)(=O)N2CCCc3nc(-c4ccccc4)ccc32)cc1,-16.4,-30.7
N/C(Cc1cccc2ccccc12)=N\OC(=O)c1ccc(Br)o1,-0.9,1.7
Cc1cc(C)c2cc(C(=O)Nc3ccc4c(c3)OCO4)[nH]c2c1,-25.6,3.1
N#CC(c1c(Cl)cccc1N1CCCCC1)N1CCCCC1 (centres undefined),9.1,-5.3
C[C@H](O)[C@@H]1C(=O)N2CCc3c([nH]c4c(-c5ccccc5)cccc34)[C@@H]2C[C@@H]1N(C)C(=O)Nc1ccccc1,5.2,-15.3
COC(=O)[C@]12C[C@H](CC(=O)NCc3cccs3)C(=O)N(Cc3ccc(Cl)cc3Cl)C1=C[C@H](C(C)(C)C)O[C@@H]2C,34.4,-6.7
COC(=O)[C@]12C[C@H](CC(=O)NCC34CC5CC(CC(C5)C3)C4)C(=O)N(Cc3ccc(Cl)cc3Cl)C1=C[C@H](C(C)(C)C)O[C@@H]2C,-0.1,12.3
Nc1nc2ccc(Cl)cc2cc1C(=O)NCc1ccccc1Br,-5.5,0.5
CCCCCCCCNS(=O)(=O)CC1NCc2cc(F)ccc21 (centres undefined),15.7,-17.7
CN1C/C(=C/c2ccccc2)N2C(=O)C[C@@H](c3ccccc3)N=C12,8.3,11.3
CC(C=NN=C1C(=O)Nc2ccccc21)=Cc1ccccc1,-4.1,-18.1
Cc1cc(NC(=O)Cc2cn(C)c3ccccc23)ccc1Oc1cccnc1,0.3,-2.9
COCc1[nH]nc2c1C(c1ccc(F)cc1)N(c1ccc(OC)cc1)C2=O (centres undefined),2.6,-18.3
CCOC(=O)C1CCCN(C(=O)CN2CCN(Cc3ccc(Cl)cc3)C2=O)C1 (centres undefined),3.1,7.4
Cc1ccc(S(=O)(=O)Nc2cc(C(=O)O)ccc2N2CCC(C)CC2)cc1C,-21.8,-1.2

These rows are one share of the data (hit frequency here may not be typical).
